mcGAS lum – inhibitors of mouse cGAS; Q8C6L5; recombinant cGAS, Kinase-Glo ATP depletion luminescence; inhibition, % at 12.5 µM; hit rate 0.15% among 160,000; AID 1259399;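 also: 0% = negative control wells and 100% = reference inhibitor with no enzyme activity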
hcGAS lum – inhibitors of human cGAS | Q8N884 | recombinant h-cGAS, ATP depletion, Kinase-Glo luminescence | inhibition, % at 12.5 µM | hit rate 0.081% among 290,000;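 also: 0% = vehicle reaction and 100% = reaction without DNA for no activity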
Target sequence (Q8N884 whole entry, looked up): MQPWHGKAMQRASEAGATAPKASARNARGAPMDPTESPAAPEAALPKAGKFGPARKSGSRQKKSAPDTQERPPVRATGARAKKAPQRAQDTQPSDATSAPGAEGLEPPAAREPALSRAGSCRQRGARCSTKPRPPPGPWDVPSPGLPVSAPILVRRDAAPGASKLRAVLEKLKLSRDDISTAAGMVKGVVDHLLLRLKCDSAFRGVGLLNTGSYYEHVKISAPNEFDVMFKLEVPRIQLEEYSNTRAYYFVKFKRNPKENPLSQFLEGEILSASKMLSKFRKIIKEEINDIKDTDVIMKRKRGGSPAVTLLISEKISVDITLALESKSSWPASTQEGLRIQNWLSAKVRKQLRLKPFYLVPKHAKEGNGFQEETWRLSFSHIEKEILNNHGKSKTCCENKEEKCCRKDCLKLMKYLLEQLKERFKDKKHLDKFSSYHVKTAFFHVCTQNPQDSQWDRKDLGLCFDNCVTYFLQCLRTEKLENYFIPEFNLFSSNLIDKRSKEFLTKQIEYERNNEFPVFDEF
NPYLR7 agonist – activates Aedes aegypti NPYLR7 receptor | HEK293T NPYLR7/Galpha15, GCaMP6s calcium fluorescence | activation, % at 10 µM | hit rate 0.15% among 270,000 | AID 1259423; in the data active = activation above about 40%;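 also: 0% = vehicle and 100% = reference agonist at the receptor; some compounds past the cut are filed as inactive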
An asterisk follows results filed as active; / = no result given; & = joins results of further samples. Rule as the data show it, unless noted: active = inhibition above about 40%; inactive = the rest.

Results follow in this order: mcGAS lum	hcGAS lum	NPYLR7 agonist
1	O=C(c1cc(-c2ccccc2)nn1-c1ccc(Cl)c(Cl)c1)N1CCN(Cc2ccccc2)CC1
→ -4	-4	-1
2	CC(C)(CCl)C(=O)N1CCC2(CC1)C(=O)N(CC(=O)NCCc1ccccc1)CN2c1ccccc1
→ -6	-8	10
3	CCOC(=O)[C@H]1[C@@H](O)C(=O)N(Cc2ccccc2)C12CCN(C(=O)Cc1ccc(OC)cc1)CC2
→ -8	-1	6
4	Cc1cc(-c2nc[nH]c2-c2ccccc2)cc(C)c1O
→ /	-6	13
5	O=C(NCC1CCCO1)c1ccc(NS(=O)(=O)c2ccc(F)c(F)c2)cc1 (centres undefined)
→ -10	-7	2
6	CC1CC(=O)N(C)c2ccccc2N1S(=O)(=O)c1ccc(F)cc1 (centres undefined)
→ -17	-7	-10
7	Cc1cccc(N2CC(C(=O)N(C)Cc3ccccc3O)CC2=O)c1C (centres undefined)
→ /	-15&-5	7&6
8	CN(C)Cc1nc(C(=O)N2CCNCC2C(=O)N2CCOCC2)cs1 (centres undefined)
→ /	1	5
9	O=C(O)C1Cn2c(nc3c(c2=O)C2(CCCC2)Cc2ccccc2-3)S1 (centres undefined)
→ /	-13	6
10	C=CCN=Cc1ccc2oc(C(=O)OCC)c(C)c2c1Cl
→ /	4	3
11	CCCNC(=O)c1cc2cnn(C(C)C)c2nc1C
→ /	-6	0
12	Cc1ccc(C(CNC(=O)C(=O)Nc2ccc(C)cc2[N+](=O)[O-])N2CCOCC2)cc1 (centres undefined)
→ /	2	0
13	CC1(C)Cc2cccc(OCC(=O)NCCn3ncc4c(N5CCOCC5)ncnc43)c2O1
→ -6	-6	-1
14	Cc1ccc(-c2onc3c2CCCC3)cc1NC(=O)c1cc(F)c(F)c(F)c1F
→ -5	-5	4
15	C/C=C\COC1CCCN(S(=O)(=O)c2ccc(Cl)cc2)C1 (centres undefined)
→ -6	-8	-2
16	O=C(CSc1nc2[nH]ncc2c(=O)n1-c1ccc(Cl)cc1)Nc1ccc(Br)cc1
→ /	2	0
17	CC(C)C(=O)NCCn1cnc(-c2ccccc2)c1-c1cnc(N(C)C)s1
→ /	1	21
18	CCc1nc(N(CCC(=O)NCc2ccccc2)CCc2ccccc2)c2ccccc2n1
→ -9	-2	/
19	N#Cc1ccc(C(=O)Nc2cc(F)ccc2SCC(F)F)nc1
→ /	-4	3
20	FC(F)(F)CCN(Cc1ccon1)C1CCC1
→ /	-20	0
21	N#Cc1cccc(NC(=O)c2cc(C3CCCCN3C(=O)CCc3ccccc3)on2)c1 (centres undefined)
→ -8	-7	17
22	CSCCC(=O)NC1CC(=O)N(Cc2cccc(F)c2)C1 (centres undefined)
→ /	-13	2
23	O=C(Nc1ccnn1C1CCN(C(=O)c2ccco2)CC1)c1ccc2c(c1)OCO2
→ /	-4	-1
24	COc1cc(-c2nc3cc(C)ccn3c2NC(C)(C)CC(C)(C)C)ccc1OC(=O)c1ccc2ccccc2c1
→ -9	-10	17
25	O=S(=O)(NC(c1ccc(F)cc1)c1ccccc1Cl)c1cccs1 (centres undefined)
→ -9	-2	8
26	CC(C)(C)c1nc2ccc(N)cc2[nH]1
→ /	-4	8
27	Cc1ccc(/C=N\Nc2nc(-c3ccc4c(c3)OCCO4)cs2)cc1
→ -9	-5	-4
28	CN1CCC2(CC1)CC(=O)c1cc(-c3cccc(C(=O)N(CCC#N)Cc4ccccc4)c3)ccc1O2
→ /	-1	9
29	CCCCNC(=O)CSc1nc2ccccc2c(=O)n1-c1ccc(C)cn1
→ -3	-18	9
30	CC(=O)c1cc2c(cc1NC(=O)CN(C)Cc1cnc(C)s1)OCO2
→ /	-12	9
31	COc1ccc2c(c1)CCc1cc(CCC(=O)NCc3cc(F)ccc3F)n(CCc3cccc(F)c3)c1-2
→ -6	-1	30
32	COc1ccc(CCOC(=O)[C@@H]2CCCN2C(=O)/C(=C/c2ccccc2)c2ccccc2)cc1OC
→ 1	2	2
33	CCc1ccc(C(=O)NCc2ncc(Cl)n2C)cc1
→ -11	-18&-6	6&-5
34	CCc1cc(CN(C)C(=O)C2(c3ccc(F)cc3)CCOCC2)on1
→ /	-4	14
35	Cc1cccc(OCc2nc(CN(CCCN(C)C)C(=O)C3CCCC3)cs2)c1C
→ -4	-2	8
36	Cc1cc(C)cc(S(=O)(=O)N2CCN(c3ncccc3NC(=O)c3ccc4c(c3)OCO4)CC2)c1
→ -8	-4	20
37	CC(C)NS(=O)(=O)c1cccc(C(=O)N2CCN(C(=O)c3cccs3)CC2)c1
→ -7	-7	-3
38	CC(N)C(=O)Nc1nnc(-c2ccccc2)s1 (centres undefined)
→ -5	-6	-7
39	OC1(c2cccc(C(F)(F)F)c2)CCN(Cc2nc(-c3cccs3)no2)CC1
→ /	-1	5
40	CCn1cc(C(=O)Nc2ccc(F)c(C(=O)OC)c2)c2ccccc21
→ /	-5	-2
41	CC(C)(C)n1ncc2c(=O)n(NC(=O)c3cccc([N+](=O)[O-])c3)cnc21
→ /	-11	6
42	Cc1ccc(CN(CC(O)c2ccc3c(c2)OCO3)C2CC2)o1 (centres undefined)
→ /	-6	-4
43	CC1CN(C(C)(C)CNC(=O)c2ccc(NS(=O)(=O)c3cccc([N+](=O)[O-])c3)cc2)CC(C)O1 (centres undefined)
→ /	-5	6
44	CC(C)C(C)NC(=O)C1CCN(C(=O)c2ccc3nccn3c2)CC1 (centres undefined)
→ /	1&-5	-24&10
45	CC1CN(c2cc(Cl)nc(SCC(=O)Nc3ccc(F)cc3)n2)CCN1C(=O)c1ccccc1Cl (centres undefined)
→ -3	-7	14
46	CC(/C=C1\N=C(c2cccc(Cl)c2)OC1=O)=C\c1ccccc1
→ 2	2	-21
47	CCOc1ccc2nc(N(Cc3ccccn3)C(=O)c3ccc([N+](=O)[O-])s3)sc2c1
→ 1	0	1
48	COc1ccc(C2c3c(cc(C)oc3=O)OC(=N)C2C#N)cc1 (centres undefined)
→ -3	-1	3
49	CNc1cc(-c2cccc(C(=O)N3CCOCC3)c2)ncn1
→ /	-7	4
50	CCOC(=O)c1cc(-c2ccc(F)cc2)n(C2CCN(S(=O)(=O)c3ccc(OC)c(OC)c3)CC2)n1
→ -8	-9	4
51	O=C(CSc1ccccc1)N1CCCN(c2nc(Cc3ccccc3)nc3c2cnn3-c2ccccc2)CC1
→ -4	-3	8
52	Cc1cc(C(=O)COC(=O)c2cc3c(s2)CCC3)c(C)n1-c1nccs1
→ -4	-7	-4
53	COC(=O)c1cc2n(n1)CCCN(c1nccc(N3CCC(O)CC3)n1)C2
→ -11	-6	16
54	CC(=O)N1CCC(C(=O)N2CCCC(C(=O)c3ccc(C(F)(F)F)cc3)C2)CC1 (centres undefined)
→ -3	-5	1
55	CCCn1c(SCC(=O)c2cc(C)n(CC)c2C)n[nH]c1=O
→ /	-1	2
56	COc1cccc(C(=O)Oc2ccc(C(C)=O)cc2OC)c1
→ -6	-13	13
57	Cc1ccc(C(C)NC(=O)CCc2ccc(C#N)cc2)o1 (centres undefined)
→ /	-8	1
58	COCCN(Cc1nccs1)CC1CCCN(C2Cc3ccccc3C2)C1 (centres undefined)
→ /	-9	3
59	CCOC(=O)c1nc2cc(Cl)c(Cl)cc2nc1N1CCCN(C(=O)c2ccc(Cl)nc2)CC1
→ -6	-5	/
60	CCC(C)N(Cc1ccccc1)CC(O)COc1ccccc1C (centres undefined)
→ -6	-3	5

(further entries)
Results follow in this order: mcGAS lum	hcGAS lum	NPYLR7 agonist
61	CCOC(=O)c1sc(N)c(C#N)c1COC(=O)c1c(NC(=O)C(C)(C)C)sc(C)c1C
→ /	-4	18
62	Cc1ccc2c(c1)oc(=O)n2C1CCN(C(=O)c2ccc(Cl)nc2)CC1
→ -5	1	18
63	O=C(c1c(C(F)(F)F)nn(CCO)c1C(F)F)N1CCN(CC(F)F)CC1
→ /	3	1
64	CC(=O)Nc1nnc(SCc2ccccc2F)s1
→ -7&-6	-6&-3	4&23
65	CC(=O)Nc1nc(SCC(=O)Nc2nccs2)[nH]c(=O)c1NC(=O)c1ccccc1
→ -6	3	-2
66	COc1ccccc1-n1cc(C(=O)N2[C@@H]3CC[C@H]2CNC(=O)C3)cn1
→ /	-2	12
67	Cc1nc(NCc2ccccc2)c2cc[nH]c2n1
→ /	-5	-7
68	O=C(C1CCCN1C(=O)c1cccs1)N(Cc1ccc2c(c1)OCO2)C1CCCC1 (centres undefined)
→ /	0	5
69	Cn1cc(C(=O)NCC2CCN(C(=O)c3cc4c(cc3O)CCCC4)CC2)cn1
→ /	-4	4
70	Cc1cccn2c(=O)nc(SCC(=O)N3CCC(C)CC3)nc12
→ 1	1	5
71	CCN(CC)C(=O)C(c1ccccc1)N1CCN(CCO)CC1 (centres undefined)
→ /	-9	2
72	O=C1c2ccc(Br)cc2C(=O)N1CNc1ccc(Br)cc1
→ /	-3	4
73	CCn1ccnc1CNc1cnn(C)c1
→ /	-5	12
74	CCOC(=O)COc1cccc2c(C)c(CCN(CC)CC)c(=O)oc12
→ /	-8	-1
75	COc1ccc(-c2cc(C(=O)NCCN3CCOCC3)n3nc(-c4ccccc4)cc3n2)cc1
→ -5	-3	16
76	COC(=O)C1=C(C(=O)OC)SC(=C2C(=S)C(C)(C)N(C(=O)C3CC3)c3cc(C)ccc32)S1
→ -8	-7	-6
77	CC(C)CCn1c(SCCc2ccccc2)nc2c1c(=O)[nH]c(=O)n2C
→ -9	-6	0
78	Cc1csc(-c2ccc(C(=O)C(C#N)C(=O)N3CCCC3)cc2)n1 (centres undefined)
→ /	-17	1
79	COc1cccc(CSc2nnc(CNC(=O)Nc3ccccc3OC)n2-c2ccc(Cl)cc2Cl)c1
→ -4	0	-3
80	COc1ccc(C)cc1N1C(=O)CSC1c1ccccc1NC(=O)c1ccc(C)c([N+](=O)[O-])c1 (centres undefined)
→ -4	-3	-5
81	COc1ccc(-c2cncc(N(C)C)n2)cn1
→ /	3	0
82	c1cnc2nc(-c3ccsc3)c(Nc3ccc4c(c3)OCCO4)n2c1
→ /	-4	-2
83	COC(C)C(C(=O)OCC1=CCN2CC[C@H](O)[C@@H]12)C(C)C (some centres undefined)
→ -7	3	4
84	CC1CC(=O)Nc2c1c(NC(=O)c1ccc3c(c1)OCO3)nn2C (centres undefined)
→ -11	-5	-15
85	O=C(Nc1cc(=O)n(-c2ccccc2)[nH]1)C(F)(F)F
→ -9	-13	-1
86	COc1ccccc1C=C1SC(=S)N(Cc2ccco2)C1=O
→ /	-9	11
87	CC(C)C(NC(=O)C1CCOCC1)c1ccc(Cl)cc1 (centres undefined)
→ /	-14	2
88	Cc1cn(CCNS(=O)(=O)NCc2ccccc2)nn1
→ /	-5	7
89	COCCN(CC(=O)N1CCc2sccc2C1c1ccccc1)C(=O)/C=C/c1ccc([N+](=O)[O-])cc1 (centres undefined)
→ -5	-3	17
90	CC1(C(=O)NS(=O)(=O)c2cccc(Cl)c2)CCN1C(=O)c1ccc(C2CCCCC2)cc1 (centres undefined)
→ /	-8	2

Compounds from the list above that contain a cyano group:
Results follow in this order: mcGAS lum	hcGAS lum	NPYLR7 agonist
19	N#Cc1ccc(C(=O)Nc2cc(F)ccc2SCC(F)F)nc1
→ /	-4	3
21	N#Cc1cccc(NC(=O)c2cc(C3CCCCN3C(=O)CCc3ccccc3)on2)c1 (centres undefined)
→ -8	-7	17
28	CN1CCC2(CC1)CC(=O)c1cc(-c3cccc(C(=O)N(CCC#N)Cc4ccccc4)c3)ccc1O2
→ /	-1	9
48	COc1ccc(C2c3c(cc(C)oc3=O)OC(=N)C2C#N)cc1 (centres undefined)
→ -3	-1	3
57	Cc1ccc(C(C)NC(=O)CCc2ccc(C#N)cc2)o1 (centres undefined)
→ /	-8	1
61	CCOC(=O)c1sc(N)c(C#N)c1COC(=O)c1c(NC(=O)C(C)(C)C)sc(C)c1C
→ /	-4	18
78	Cc1csc(-c2ccc(C(=O)C(C#N)C(=O)N3CCCC3)cc2)n1 (centres undefined)
→ /	-17	1

The list continues.
Results follow in this order: mcGAS lum	hcGAS lum	NPYLR7 agonist
91	Cc1cccc(CN2CCN(Cc3cnn(C)c3)CC2)c1
→ /	-5	8
92	IC1CC2CC=CC2CC1[n+]1ccccc1 (centres undefined)
→ /	-10	7
93	O=C(CCl)Nc1ccc(S(=O)(=O)N2CCCCCC2)cc1
→ -1	-8	-4
94	CCOC(=O)N1CCC(NC(=O)c2ccc(C)n2C)CC1
→ -4	-2	2
95	Cc1nc(-c2cn[nH]c2-c2cc(C)c(O)cc2O)cs1
→ -4	-11	-4
96	CC1(C(=O)NS(=O)(=O)c2cccc(F)c2)CCN1C(=O)CC1CCCCC1 (centres undefined)
→ /	-6	8
97	Cc1nc2cc(C(=O)N3CCCC(Nc4ccccc4)C3)ccc2n1-c1ccccc1 (centres undefined)
→ /	-7	1
98	O=C(c1ccc(Cl)cc1)N(Cc1nccn1Cc1ccc(F)c(F)c1)CC1CC1
→ -4	-4	18
99	O=C(c1cc2n(n1)CCN(Cc1ccc(Sc3ncn[nH]3)o1)C2)N1CCCC1
→ -10	-6	-2
100	CC(C)OC(C)c1nc(-c2ccc(CO)cc2)no1 (centres undefined)
→ /	-5	20
101	COCCCN(CC(=O)Nc1cc(C(C)(C)C)nn1-c1ccc(C)cc1C)C(=O)c1ccc(Cl)cc1Cl
→ -4	-4	5
102	CCOC(=O)C1CCCN(C(=O)c2coc(CN(Cc3cccc(C(F)(F)F)c3)C(C)C(C)C)n2)C1 (centres undefined)
→ -6	-2	17
103	Cc1cccc(-n2c(SCc3cccc(Cl)c3)nnc2-c2ccc(F)cc2)c1
→ -3	-4	/

Screens: PubChem BioAssay, Fisher Drug Discovery Resource Center
